# TNAP inh hiacc = TNAP (human) inhibition, high acceptor. P05186. purified TNAP, CDP-star luminescence, 1 M DEA. inhibition, % at 20 µM. hit rate 0.03% among 200,000;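 active = over 50% inhibition of tissue-nonspecific alkaline phosphatase at 20 µM in the single-dose screen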;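 note: plate controls were DMSO wells for no effect and EDTA-quenched wells as full inhibition for full effect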
# S1P3 antag = blocks the human S1P3 receptor | AID 485 | inhibition, % at 4.98 µM | hit rate 0.27% among 170,000 | CHO S1P3 NFAT-BLA reporter, FRET fluorescence, antagonist mode;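 active = inhibition above the plate cutoff, the mean inhibition of test wells on that plate plus 3 SD, cut at about 28% in these data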;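 note: cells challenged with S1P at its EC80 of 0.8 µM; blue over green emission ratio from cleaved BLA substrate after 4 h stimulation; 0% = S1P-stimulated wells and 100% = unstimulated DMSO-only wells; some compounds past the cut are filed as inactive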
# Target sequence (Q99500 whole entry, looked up): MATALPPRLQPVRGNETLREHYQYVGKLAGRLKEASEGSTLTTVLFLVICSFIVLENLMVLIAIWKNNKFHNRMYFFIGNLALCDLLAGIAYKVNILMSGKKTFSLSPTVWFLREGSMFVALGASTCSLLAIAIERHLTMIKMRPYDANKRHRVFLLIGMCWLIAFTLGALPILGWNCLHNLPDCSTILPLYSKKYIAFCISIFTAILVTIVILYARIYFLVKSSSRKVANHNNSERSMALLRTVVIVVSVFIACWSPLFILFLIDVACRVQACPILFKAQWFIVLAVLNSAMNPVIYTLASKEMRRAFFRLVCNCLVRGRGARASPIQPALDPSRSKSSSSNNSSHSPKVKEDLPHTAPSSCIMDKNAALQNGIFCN
# DTT redox prof = compounds producing H2O2 with reducing agent – biochemical, NIH compound library profiling, artefact control for MLSCN library redox annotation, primary screen | DTT-dependent redox cycling H2O2, phenol red/HRP absorbance; 100% = 100 µM peroxide control, 0% = buffer | activation, % at 10 µM | hit rate 0.03% among 200,000;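 active = activation of at least 50% relative to the plate's high and low controls in the primary single-dose screen; inactive = activation below 50%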;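 note: compound incubated with DTT at 0.8 mM final as the reducing agent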
# TNAP inh no acc = blocks human TNAP activity with no phosphate acceptor present | purified TNAP, CDP-star luminescence, 30 min | inhibition, % at 20 µM | hit rate 0.26% among 200,000 | AID 1012;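 active = tissue-nonspecific alkaline phosphatase inhibition above about 50% at 20 µM in the single-dose screen, limit read from the data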;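 note: 0% = DMSO negative control and 100% = EDTA positive control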
# HMGR II inh = inhibitors of class II HMG-CoA reductase from Enterococcus faecalis | purified E. faecalis HMGR, NADPH absorbance 340 nm kinetic | inhibition, % at 10 µM | hit rate 0.41% among 190,000 | AID 1066;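 active = inhibition above a set limit, the median over all tested compounds plus 3 SD, cut at about 9.5% in these data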;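 note: enzyme runs in reverse so mevalonate oxidation gives rising NADPH absorbance; 0% = complete reaction with DMSO and 100% = background rate lacking mevalonate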
# Hsp70 act = transcriptional activators of Hsp70; hit rate 0.04% among 200,000; HeLa Hsp70 promoter luciferase reporter, luminescence; scaled: vehicle 0, proteasome-inhibitor control 100%; activation, % at 10 µM; AID 1203;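 active = activation above the mean across all tested compounds plus 3 SD, cutoff set per campaign, cut at about 5.5% in these data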;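 note: 100% = MG132 at 30 µM as the positive control and 0% = DMSO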
# PMI act = increases human mannose-6-phosphate isomerase activity; P34949; hit rate 0.005% among 190,000; purified human PMI, coupled resazurin fluorescence, 20 min; hits give high values; 1 = vehicle control, 0 substrate-free wells; activation factor at 20 µM;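 active = activation factor of 2 or more at 20 µM, relative to plate controls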
# Target sequence (P34949 whole entry, looked up): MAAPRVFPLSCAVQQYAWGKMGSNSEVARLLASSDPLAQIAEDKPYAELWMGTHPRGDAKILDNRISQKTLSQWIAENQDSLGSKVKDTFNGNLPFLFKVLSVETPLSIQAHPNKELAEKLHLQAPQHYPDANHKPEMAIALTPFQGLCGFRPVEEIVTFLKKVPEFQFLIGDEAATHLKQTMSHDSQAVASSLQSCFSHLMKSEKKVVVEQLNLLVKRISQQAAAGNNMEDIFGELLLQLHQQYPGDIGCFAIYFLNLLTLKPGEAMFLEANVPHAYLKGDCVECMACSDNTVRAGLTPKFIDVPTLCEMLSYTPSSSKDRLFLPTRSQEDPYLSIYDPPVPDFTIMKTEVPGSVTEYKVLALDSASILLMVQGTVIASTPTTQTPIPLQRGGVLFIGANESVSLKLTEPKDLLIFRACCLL
# RAM network inh = inhibitors of the yeast RAM network; inhibition, % at 50 µM; hit rate 1.8% among 190,000; S. cerevisiae dse1pr::URA3 reporter, 5-FOA growth OD615, 2 d; analog-sensitive cbk1-as2 kinase mutant strain;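 active = inhibition above a set limit, 3 SD over mean compound inhibition, cut at about 8.4% in these data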;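 note: 0% = DMSO-only wells with no growth and 100% = 10 µM 1-NA-PP1 full growth; inhibition rescues growth on 5-FOA so higher OD means more RAM inhibition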
# Lmaj promast = Leishmania major promastigote growth inhibition; Leishmania major promastigotes, resazurin fluorescence viability; inhibition, % at 10 µM; hit rate 9% among 200,000; in the data active = inhibition above about 50%;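 note: promastigotes grown with compound for 44 hours at 28 °C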
# PMI act hi M6P = increases human PMI activity with near-saturating mannose 6-phosphate | P34949 | coupled PMI enzyme assay, resazurin fluorescence, 20 min; hits give high values; 1 = untreated enzyme, 0 = substrate-free blank | activation factor at 20 µM | hit rate 0.34% among 190,000;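 active = activation factor of 2 or more at 20 µM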
#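 Test system – human PMI in coupled enzyme assay · Timing – 20 min incubation at room temperature · Detection – Diaphorase-driven resazurin-to-resorufin fluorescence, excitation 544, emission 590 nm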
# Active calls of the source: *; . = not tested or not shown.
Molecule	Hsp70 act	PMI act	TNAP inh no acc	PMI act hi M6P	TNAP inh hiacc	HMGR II inh	Lmaj promast	RAM network inh	DTT redox prof	S1P3 antag
Cc1cc(C(F)(F)F)n2nc(-c3cnn(C)c3C(F)(F)F)c(Br)c2n1	0.1	0.9	-6	0.9	-2	2	-6	0.1	-0.3	-22
Cc1nn2c3c(cnc2c1-c1ccc(Cl)cc1)C(=O)CC(c1ccco1)C3 (stereo unspecified)	.	0.8	-7	0.9	-6	.	.	.	.	-2
CS(=O)(=O)N(Cc1ccccc1)c1ccc(C(=O)NCC2CCCO2)cc1 (stereo unspecified)	-0.4	1	-8	1	-4	-6	-4	2.0	-0.1	.
COc1ccc(NS(=O)(=O)c2ccc(O)c(C(=O)OCC(=O)NC3CCCCC3)c2)cc1	0.2	1.1	-8	1.1	-6	-2	-4	3.5	-1.7	2
O=C(CSc1nnc(NC(=O)c2ccccc2F)s1)Nc1ccccc1F	0.1	0.9	-4	0.9	0	-1	-1	3.9	0.8	1
O=S(=O)(/C=C/c1ccccc1)N1CCN(Cc2ccc3c(c2)OCO3)CC1	-0.2	1	-3	0.9	4	-1	85*	1.9	-0.6	-4
Oc1ccc(-c2n[nH]c(=S)n2Cc2ccco2)cc1	-0.4	1	18	1	-3	-10	-9	0.7	0.0	.
COc1cnc(SCc2ccc(Cl)c(Cl)c2)nc1Cl	0.1	1	-6	0.9	-3	-1	2	0.0	0.6	.
CCOCC(=O)Nc1c(C(=O)Nc2ccc3c(c2)OCCO3)oc2ccccc12	0.0	0.9	9	0.9	-1	1	7	1.1	0.4	7
CCCCNC(=O)CSc1nc2ccsc2c(=O)n1C1CCN(C(=O)OCC)CC1	-0.2	1	-10	1	-6	0	87*	0.3	0.0	.
CCC(=NC(C)c1ccccc1)c1c(O)n(C)c(=O)n(C)c1=O (stereo unspecified)	-0.3	0.9	-11	0.8	-5	-1	3	0.6	0.5	35
CCCCC(CC)CNC(=O)C(=O)c1ccccc1NC(C)=O (stereo unspecified)	-0.4	0.9	-22	1	-1	2	-11	0.5	-0.2	13
COc1ccc(-n2c(=O)c3c4c(sc3n(CC(=O)NCC3CCCO3)c2=O)CCCC4)c(OC)c1 (stereo unspecified)	-0.1	1	-16	1	-4	-1	-3	-0.4	-0.9	-6
CC(C)[C@H](NC(=O)c1ccccc1)C(=O)OCC(=O)NCc1ccc(F)cc1	1.2	1	-14	1	-4	-3	-5	-1.4	0.2	-10
Cc1nc2ccccc2c2oc(C(=O)N3CCc4ccccc43)cc12	0.9	0.9	-11	1	-8	-3	-1	1.2	-0.6	19
Cc1cc([N+](=O)[O-])c(-c2ccc(/C=N/n3cnnc3)o2)cc1Cl	-0.2	0.9	-2	0.6	3	-2	3	4.1	-5.0	.
CCc1cccc(C)c1NC(=O)CCCSc1nc2ccccc2s1	-0.3	1	-6	1	-5	1	34	8.2	-0.3	-11
O=C(CN(C(=O)CCNC(=O)c1ccco1)c1ccccc1)NC1CCCC1	-0.6	0.9	-4	0.9	2	1	-3	1.2	-3.4	-12
CNS(=O)(=O)c1ccc2nc(NC(=O)/C=C/c3ccco3)sc2c1	0.4	1	-14	0.9	-2	-3	1	6.0	-1.5	-13
N#Cc1cn(CC(=O)O)c2ccccc12	-0.3	1.1	-4	1.1	6	-3	-6	-1.1	0.3	12
CN(C)CCOC(=O)Cc1ccc(Cl)cc1	-0.1	1	-8	1	-2	-1	-7	0.8	1.2	.
COc1ccc(C2CC2C(C)=O)cc1 (stereo unspecified)	-0.2	1.1	-7	1	-2	-1	-10	-0.1	-1.6	-12
Cc1cccc(-c2nnc(SCC(=O)Nc3cccc(C(=O)N4CCOCC4)c3)n2C)c1	-0.2	1.1	-3	1.1	-4	-1	-8	-0.7	-0.2	-20
COCCNC(=O)CSc1nc2nn(-c3ccccc3)c(=O)c-2c2n1CCCCC2	-0.1	1	-8	1	-1	-3	-1	0.8	0.8	3
CCOC(=O)CSc1nnc(-c2ccco2)n1-c1ccccc1	-0.2	1	-5	1	2	-11	-6	0.7	-0.9	-5
CC(=O)Nc1c(-c2ccccc2)nc2ncccn12	-0.1	1.1	-14	1	-2	-1	-5	0.9	-1.1	-6
CCN1CCN(c2cc(C)c3cc(NC(=O)c4cncc(Br)c4)ccc3n2)CC1	-0.2	1.1	8	1	-4	-1	100*	-0.2	0.0	.
COc1cc(/C=C/C(=O)OCC(=O)Nc2ccc(C)cc2[N+](=O)[O-])ccc1O	-0.1	1	2	1	1	0	-1	2.1	-0.2	-2
O=c1c2ccccc2c(-c2ccc(Cl)cc2)nn1-c1ccccc1	0.0	0.9	-12	0.9	2	-2	11	4.8	1.5	.
Cc1ccc(C(=O)NCC(=O)OCc2csc(-c3ccccc3)n2)cc1	-0.2	0.9	-17	1.1	-4	-7	-1	0.4	0.0	-1
O=C(CCC1N=C2c3ccccc3N=C(SCc3cccc(Cl)c3)N2C1=O)NCc1ccco1 (stereo unspecified)	-0.2	1	-9	0.9	-7	0	29	6.6	-0.5	3
COC(=O)C1=C(C)N(C)C(=S)NC1c1ccccc1 (stereo unspecified)	-0.3	1	-2	1.1	-6	-6	-4	-0.4	0.2	7
CCCOc1ccc(/C=N/Nc2cccc([N+](=O)[O-])c2)c(O)c1	0.0	1.1	8	1.4	0	-1	-9	8.9*	-0.5	-1
Cc1ccc(S(=O)(=O)NCC(=O)N(CC(=O)NC2CCCCC2)CC2CCCO2)cc1 (stereo unspecified)	-0.2	1.1	3	1.1	0	-1	-6	1.2	-0.1	.
CC(C)c1nnc(NC(=O)c2cccc(NC(=O)C(F)(F)F)c2)s1	0.0	0.9	-9	0.9	-1	-9	-6	2.3	-0.9	-14
CO/N=C(\c1nonc1N)N1CCN(c2ccc(Cl)cc2[N+](=O)[O-])CC1	-0.3	1	9	0.9	3	1	2	3.5	-4.8	.
O=C(N/N=C/c1ccccn1)c1cc(C2CC2)[nH]n1	-0.2	1	-164	0.9	-4	-4	-2	2.1	-0.3	-4
N#Cc1cccc(NC(=O)C2SC(=Nc3ccccc3)C(C(=O)N3CCOCC3)=C2N)c1 (stereo unspecified)	-0.5	1	-5	1	-3	6	54*	0.9	0.1	-4
O=C(NNC(=O)c1ccc(Cl)cc1Cl)Nc1ccccc1	-0.2	0.9	-40	1	5	-6	-3	-0.7	-0.5	0
O=c1c2ccccc2sc2nc(C3CCCCC3)n(Cc3ccco3)c(=O)c12	0.1	0.9	1	0.9	-2	2	13	-0.4	-1.9	-23
CCc1cccc(C)c1NC(=O)c1ccc(CN2CCc3ccccc3C2)cc1	-0.4	1	-6	0.9	-2	0	66*	0.7	-0.1	11
CCOC(=O)c1nnn(-c2nonc2N)c1CN1CCc2ccccc2C1	-0.1	0.9	-9	0.9	-2	-3	12	-0.8	-2.9	35
Cc1c(NC(=O)c2ccc(C(C)(C)C)cc2)cccc1[N+](=O)[O-]	0.0	0.9	-16	1	-2	-2	-8	1.6	-0.4	0
Cc1cc(C)n2c(SCC(=O)N(C)C3CCS(=O)(=O)C3)nnc2n1 (stereo unspecified)	-0.4	1.1	-8	1.1	1	4	-4	1.6	0.3	-2
CC(C)CC(=O)NC(=S)NCc1ccccc1	0.0	0.9	-1	0.9	-4	-4	5	0.0	0.1	8
Cn1cc(SCC(=O)Nc2ccc3c(c2)OCO3)c2ccccc21	-0.4	0.9	-22	1	-2	-6	2	-0.5	0.3	22
CCCNC(=O)COC(=O)c1ccc(Cl)c(S(=O)(=O)N2CCCC2)c1	-0.2	0.9	-13	0.9	-4	-2	2	1.1	0.9	.
CC(=O)Nc1cccc(-c2cn3ccccc3n2)c1	0.0	1	-7	1	-5	-1	-1	-0.1	-0.7	1
CCc1cc2c(=O)c(-c3ccc4c(c3)OCCO4)c(C)oc2cc1OS(C)(=O)=O	-0.2	0.9	-9	1	0	1	45	1.9	0.7	-3
CCN(CC)S(=O)(=O)c1ccc2c(c1)c(=O)c(C(=O)N1CCc3ccccc3C1)cn2C	-0.3	0.9	-8	0.9	-5	0	-1	-0.8	0.3	-47

# Continued:
Molecule	Hsp70 act	PMI act	TNAP inh no acc	PMI act hi M6P	TNAP inh hiacc	HMGR II inh	Lmaj promast	RAM network inh	DTT redox prof	S1P3 antag
Cc1cc(Cl)cc(Cl)c1OCCOCCN(C)C	0.1	1.1	-14	1.2	-3	1	65*	1.2	-0.5	-17
O=C(COc1ccccc1)NCC(=O)NC1=NCCS1	-0.2	0.9	-4	0.9	-4	-1	-6	0.1	1.6	-38
COc1ccc(C2CC3(CC(C)(C)NC(SC)=N3)Oc3cc(O)cc(C)c32)cc1 (stereo unspecified)	-0.2	1	7	1	-4	-4	44	2.8	5.1	-24
COc1ccccc1N1CCN(Cc2ccsc2)CC1	0.0	0.9	-5	1	-1	-4	4	0.4	2.7	11
CCOC(=O)CCNCc1ccc(F)cc1	0.3	1.2	-12	1.1	-4	-4	-4	1.7	-1.1	-13
CCc1ccc(C(=O)c2cnc3ccc(OC)cc3c2N2CCN(CC)CC2)cc1	-0.3	1.1	-8	1	0	1	69*	0.1	-0.9	-13
O=c1c2ccccc2n2cnnc2n1-c1ccccc1	0.3	1.1	-19	1	-8	-3	7	0.8	-0.5	-10
COc1cnc(-c2ccccn2)nc1Sc1c(Cl)cccc1Cl	0.0	0.9	1	0.9	0	3	47	-1.9	2.8	.
C(=N\Nc1nc(Nc2ccccc2)nc(Nc2ccccc2)n1)/c1cccnc1	-0.2	1.1	-22	1.2	-8	-5	35	-0.6	-0.4	5
Cc1ccc(Sc2nnc(Cc3ccccc3)c3ccccc23)cc1	-0.3	0.9	-7	0.8	-2	3	39	0.3	2.1	.
COc1ccc(Br)cc1CN(C)C(C)C(=O)Nc1cccc(C(C)=O)c1 (stereo unspecified)	-0.3	0.9	-3	0.9	-2	1	26	1.2	-0.6	-2
O=C(NCc1ccc(-c2nc3ccccc3s2)cc1)c1cc2ccccc2o1	-0.5	0.9	-14	0.9	4	-9	-3	2.0	0.4	-9
O=C(Nc1ccccc1C(=O)N1CCN(c2ccccc2)CC1)c1ccco1	0.3	1	-8	1.1	0	2	2	2.4	0.5	-12
O=C(NCc1cccs1)C(=O)NCC(c1ccco1)N1CCN(c2ccccc2F)CC1 (stereo unspecified)	-0.1	1	-15	0.9	-7	-4	6	0.9	-1.7	9
COC(=O)/C=C1/S/C(=N/NC(=O)c2ccccc2)NC1=O	0.0	0.8	-26	0.8	3	-6	-10	1.2	1.4	.
COc1ccc(CCNc2nc(=O)[nH]nc2C)cc1OC	-0.4	1	-14	1	-8	-8	0	0.1	0.9	-60

# Some values from the results shown:
# Under HMGR II inh, Cc1cc(Cl)cc(Cl)c1OCCOCCN(C)C shows 1
# Under TNAP inh hiacc, O=C(NCc1ccc(-c2nc3ccccc3s2)cc1)c1cc2ccccc2o1 shows 4
